PREPL inhibitor = human PREPL enzyme inhibition. Q4J6C6. inhibition, % at 5.96 µM. recombinant PREPL, fluorescence polarization activity-based probe. 320,000 tested, 0.68% active; in the data active means inhibition above about 43%;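 further: 0% = enzyme with DMSO and 100% = wells lacking enzyme; many of its hits are not listed in these tables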
PAFAH1B2 FP inh = PAFAH1B2 (human) inhibition; recombinant PAFAH1B2, FP-rhodamine activity probe, fluorescence polarization; AID 492953; 340,000 tested, 1.2% active; inhibition, % at 3.39 µM; P68402;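 active means inhibition above the mean of all tested compounds plus 3 SD, cut at about 24% in these data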;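 further: 0% = enzyme with DMSO and 100% = wells lacking PAFAH1B2; many of its hits are not listed in these tables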
Target sequence (P68402 whole entry, looked up): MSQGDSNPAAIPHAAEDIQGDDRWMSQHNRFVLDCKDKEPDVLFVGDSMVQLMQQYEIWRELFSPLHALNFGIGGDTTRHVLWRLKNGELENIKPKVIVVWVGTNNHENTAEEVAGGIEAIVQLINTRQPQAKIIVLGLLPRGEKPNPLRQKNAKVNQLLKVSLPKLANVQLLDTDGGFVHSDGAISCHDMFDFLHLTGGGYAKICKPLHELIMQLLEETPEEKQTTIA
LYPLA2 inh = counter-screen for PME1 inhibitors: inhibitors of human LYPLA2; 320,000 tested, 0.38% active; recombinant LYPLA2, FP-Rh probe fluorescence polarization; AID 2177; O95372; inhibition, % at 5.9 µM;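 active means inhibition above the screen-wide mean plus 3 SD, limit set per campaign, cut at about 26% in these data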;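 further: 0% = LYPLA2 with DMSO and 100% = wells lacking LYPLA2 enzyme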
LYPLA1 inh = counter-screen for PME1 inhibitors: inhibitors of human LYPLA1. O75608. recombinant LYPLA1, FP-Rh probe fluorescence polarization. inhibition, % at 5.9 µM. 320,000 tested, 0.16% active. AID 2174;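 active means inhibition above the mean of all tested compounds plus 3 SD, set per campaign, cut at about 14% in these data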;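 further: inhibitors block serine hydrolase probe labeling of LYPLA1 so polarization falls; 0% = enzyme with DMSO and 100% = wells lacking LYPLA1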
Target sequence (O75608 whole entry, looked up): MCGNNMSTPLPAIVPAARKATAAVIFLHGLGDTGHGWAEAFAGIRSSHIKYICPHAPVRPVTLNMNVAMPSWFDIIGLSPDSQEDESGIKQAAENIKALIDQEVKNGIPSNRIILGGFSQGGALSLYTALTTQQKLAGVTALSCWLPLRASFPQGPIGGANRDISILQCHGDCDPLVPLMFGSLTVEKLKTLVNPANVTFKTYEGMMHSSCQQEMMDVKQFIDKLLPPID
GSTO1 counter = counter-screen for RBBP9 inhibitors: inhibitors of human GSTO1 | AID 1974 | P78417 | recombinant GSTO1, activity-based probe fluorescence polarization | inhibition, % at 5.96 µM | 300,000 tested, 1.1% active;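 active means inhibition above the campaign mean inhibition plus 3 SD, cut at about 35% in these data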;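 further: 0% = GSTO1-1 with DMSO and 100% = wells lacking GSTO1-1 enzyme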
pPAFAH inh = pPAFAH (human) enzyme inhibition; 330,000 tested, 1.5% active; inhibition, % at 3.39 µM; recombinant pPAFAH, FP-rhodamine probe fluorescence polarization;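 active means inhibition above the mean inhibition across the screen plus 3 SD, cut at about 25% in these data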;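 further: inhibitors block binding of the rhodamine activity-based probe so polarization drops; 0% = enzyme with DMSO and 100% = wells lacking pPAFAH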
PAFAH1B3 FP inh = inhibitors of human PAFAH1B3 | recombinant PAFAH1B3, FP-rhodamine probe, fluorescence polarization | Q15102 | 340,000 tested, 0.28% active | inhibition, % at 3.39 µM;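 active means inhibition above the screen-wide average of all tested compounds plus 3 SD, cut at about 25% in these data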;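 further: 0% = enzyme with DMSO only and 100% = wells lacking PAFAH1B3 protein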
PAD4 inh = PAD4 (human) enzyme inhibition; recombinant PAD4, RCA probe fluorescence polarization; 330,000 tested, 0.41% active; inhibition, % at 6.36 µM;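 active means percent inhibition above a cutoff equal to the mean of all tested compounds plus 3 SD, cut at about 15% in these data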;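 further: 0% = PAD4 with RCA probe and DMSO and 100% = probe without PAD4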
Target sequence (Q9UM07 whole entry, looked up): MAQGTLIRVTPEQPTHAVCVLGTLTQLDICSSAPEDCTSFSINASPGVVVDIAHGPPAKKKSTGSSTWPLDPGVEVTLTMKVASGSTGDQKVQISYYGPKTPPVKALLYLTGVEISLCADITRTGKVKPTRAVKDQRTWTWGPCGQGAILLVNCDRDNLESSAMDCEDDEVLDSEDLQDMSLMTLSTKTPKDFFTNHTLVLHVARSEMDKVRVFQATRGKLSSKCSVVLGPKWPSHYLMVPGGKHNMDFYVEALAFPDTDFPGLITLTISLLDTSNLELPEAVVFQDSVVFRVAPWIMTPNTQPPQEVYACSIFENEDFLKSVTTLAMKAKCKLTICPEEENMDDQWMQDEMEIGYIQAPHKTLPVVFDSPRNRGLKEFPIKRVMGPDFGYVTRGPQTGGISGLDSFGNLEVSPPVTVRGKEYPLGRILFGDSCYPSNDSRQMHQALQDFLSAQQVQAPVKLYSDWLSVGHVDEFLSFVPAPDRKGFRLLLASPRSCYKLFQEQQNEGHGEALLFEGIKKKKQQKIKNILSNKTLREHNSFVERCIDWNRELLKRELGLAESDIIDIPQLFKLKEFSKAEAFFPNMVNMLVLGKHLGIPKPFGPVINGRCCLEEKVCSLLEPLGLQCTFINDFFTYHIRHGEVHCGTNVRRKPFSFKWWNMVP
PAFAH2 FP inh = PAFAH2 (human) inhibition; 340,000 tested, 0.99% active; Q99487; inhibition, % at 3.39 µM; recombinant PAFAH2, FP-rhodamine activity probe, fluorescence polarization; AID 492956;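 active means inhibition above the mean over all tested compounds plus 3 SD, cut at about 30% in these data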;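 further: inhibitors block probe labeling of enzyme so polarization drops; 0% = enzyme with DMSO and 100% = wells lacking PAFAH2 protein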
Starred values were filed as active, the others as inactive; . = not tested or not shown. Only part of the results is shown; the hit share may differ from the screen's.

SMILES | PREPL inhibitor | PAFAH1B2 FP inh | LYPLA2 inh | LYPLA1 inh | GSTO1 counter | pPAFAH inh | PAFAH1B3 FP inh | PAD4 inh | PAFAH2 FP inh
COc1ccc(C(=O)NC(=O)N2CCCCC2)cc1 | 0 | 5 | 8 | 3 | 1 | -1 | -3 | -1 | 1
CC1(C(=O)O)CCC(C(=O)NNC(=O)c2ccccc2Cl)C1(C)C (configuration not stated) | 11 | . | 12 | 2 | 2 | -2 | . | 8 | .
O=C(c1ccc(Cl)c([N+](=O)[O-])c1)N(Cc1ccc(Cl)cc1)C1CCS(=O)(=O)C1 (configuration not stated) | 25 | 4 | 5 | 1 | 3 | -3 | 1 | -3 | 2
CCN(CC)CCNCC1C(=O)O[C@@H]2C[C@@]3(C)CCC[C@H](C)C3=C[C@H]12 (some centres not stated) | 1 | 2 | 9 | 2 | 3 | 2 | 10 | -1 | 15
COC(=O)[C@]1(C)N[C@H](CN(C)C(=O)Nc2ccc(OC)cc2)[C@@H]2C(=O)N(Cc3ccccc3)C(=O)[C@@H]21 | 12 | 5 | . | . | . | 1 | 12 | -8 | 1
CCOc1ccc(S(=O)(=O)n2cnc3cc(C)c(C)cc32)cc1 | 9 | 1 | 1 | -3 | 4 | -6 | 4 | -6 | 1
Cn1cccc1/C=C1\SC(=S)N(NC(=O)c2cccc(Cl)c2)C1=O | 10 | 4 | -1 | -2 | -1 | 4 | 0 | -3 | 5
COc1ccc(S(=O)(=O)N2CCCCC2)cc1NC(=O)CNc1ccccc1C(C)=O | 5 | 0 | -5 | -6 | . | 2 | 3 | 1 | 3
CCCn1c(NC(=O)c2cccc(S(=O)(=O)N3CCCC3)c2)nc2ccccc21 | -4 | 3 | -18 | -6 | -36 | 25 | 11 | -4 | -3
Cc1oc(C(=O)O)cc1COc1ccc2c3c(c(=O)oc2c1)CCC3 | -10 | 3 | -2 | -1 | 2 | 3 | 8 | -2 | -7
NC(=O)C(c1ccccc1)c1ncc(C(F)(F)F)cc1Cl (configuration not stated) | 9 | -2 | 7 | -1 | -6 | -2 | 3 | 0 | -10
COC(=O)Nc1ccccc1C(=O)N1CCN(c2ccc(C)cc2)CC1 | 25 | 0 | 3 | 3 | 1 | 1 | -2 | -3 | -10
COc1ccc(C2(c3ccc(OC)cc3)NC(=O)N(CC(=O)Nc3ccc(C(N)=O)cc3)C2=O)cc1 | -42 | 4 | 2 | -9 | -5 | 0 | 8 | 2 | -9
CCc1cc(C(=O)Cc2ccc(F)cc2)c(O)cc1O | -5 | 10 | 3 | -5 | -4 | -9 | -3 | -4 | -6
CCC(C)NC(=O)C(Cc1ccccc1)n1cccc1 (configuration not stated) | -9 | 2 | 3 | 4 | 7 | 0 | 10 | -8 | 7
NC(=O)c1cc([N+](=O)[O-])ccc1NCc1ccc(O)cc1 | 14 | 5 | 19 | 5 | 8 | 9 | 5 | 6 | 8
CC(=O)c1ccc(N2Cc3ccccc3C3(CCOCC3)C2=N)cc1 | -1 | -10 | 7 | 2 | 5 | 7 | -2 | -2 | -9
Cc1cc(NC(=O)CN2C(=O)NC(CCc3ccccc3)C2=O)no1 (configuration not stated) | 2 | 1 | -5 | -1 | -5 | -1 | 6 | -5 | -8
CCCc1ccc(C2=Nn3c(nnc3C(C)C)SC2)cc1 | -6 | 2 | 8 | 2 | 2 | 21 | 4 | 0 | 11
Cc1ccc2nc(SC(C)C(=O)NC3CCCc4ccccc43)[nH]c2c1 (configuration not stated) | -3 | 6 | 15 | -1 | -1 | 3 | 7 | 0 | 3
CCCCCC(=O)Nc1nc2ccccc2[nH]1 | -5 | 4 | -5 | 0 | -2 | 2 | 5 | -2 | 5
O=c1oc2ccccc2n1Cc1cccc(F)c1 | 0 | 2 | 0 | -3 | 5 | 5 | 2 | 0 | 1
CCNC(=O)C(CCSC)NS(=O)(=O)c1ccc(C)cc1 (configuration not stated) | 15 | 1 | 7 | 5 | 8 | 3 | 4 | 3 | 1
CCc1cc2cc3c(cc2nc1SCC(=O)Nc1c[nH]c(=O)[nH]c1=O)OCO3 | 15 | -2 | -16 | -2 | -1 | 1 | -6 | 2 | -2
CC(C)C(=O)NNC(=O)c1csc(CS(=O)(=O)c2ccc(Cl)cc2)n1 | 14 | 2 | -5 | 0 | 2 | 5 | 2 | 4 | -2

(more compounds)
SMILES | PREPL inhibitor | PAFAH1B2 FP inh | LYPLA2 inh | LYPLA1 inh | GSTO1 counter | pPAFAH inh | PAFAH1B3 FP inh | PAD4 inh | PAFAH2 FP inh
Cc1cc(NS(=O)(=O)c2ccc(C(C)C)cc2)no1 | 9 | 4 | -9 | 1 | -7 | -2 | 6 | 4 | 2
O=S(=O)(c1ccsc1)N1CC=C(c2ccccc2)CC1 | -34 | 4 | 2 | -5 | -6 | 1 | 10 | -6 | 11
Cc1cc(=O)n2nc(N3CCC(C(=O)Nc4cccc(Cl)c4C)CC3)sc2n1 | 23 | 0 | 6 | 1 | 5 | 7 | 5 | -3 | 5
CCn1c(=O)c([N+](=O)[O-])c(NCCN(C)C)c2ccccc21 | 8 | 4 | 5 | 3 | 1 | 8 | 5 | -2 | 0
O=C(Cc1ccc(Cl)cc1)NNC(=O)C1CC=CCC1C(=O)O (configuration not stated) | 3 | 9 | -3 | 2 | -2 | 10 | 5 | -6 | 0
COc1ccccc1N1CCN(C(=O)c2cc3n(n2)C(C(F)(F)F)CC(c2ccco2)N3)CC1 (configuration not stated) | 8 | 1 | -9 | 0 | -2 | 6 | 8 | 2 | -9
O=Cc1ccc(OCC(=O)NCC2CCCO2)cc1 (configuration not stated) | 3 | 1 | 0 | 0 | 5 | 3 | 10 | -3 | -5
O=C(Nc1cc(S(=O)(=O)N2CCOCC2)ccc1Cl)c1ccncc1 | 20 | 3 | . | . | . | 1 | 9 | 0 | -1
COc1cc(C[C@H](C)[C@H](C)Cc2ccc3c(c2)OCO3)ccc1O | -2 | -1 | 1 | -2 | 4 | 12 | 8 | 2 | -1
O=C(O)CC1SC(=O)N(CC(=O)c2ccccc2)C1=O (configuration not stated) | -3 | 0 | 6 | 2 | 6 | 4 | 12 | -6 | -2
CCOC(=O)c1c(-c2ccc(C)o2)csc1N | 20 | 2 | 6 | 0 | 3 | 4 | 3 | -6 | 2
COC(=O)\C(C(C)=O)=C(/C=C/C=C/C=C/N(C)C)N(C)C | -3 | -4 | 2 | 0 | 38* | 32* | -5 | 4 | -2
COc1cccc(OC)c1Nc1nc(C)nc2c1nnn2Cc1ccccc1Cl | 0 | 1 | 1 | -2 | 1 | 4 | 4 | 0 | -2
CCCC(=O)Nc1nn(C)c2nc3c(C)cccc3cc12 | 0 | 4 | 9 | 3 | 1 | 5 | 14 | 4 | 2
CCOC(=O)CCSc1nc(C)c2cc(C)ccc2n1 | 12 | 1 | 7 | -2 | 2 | 4 | 6 | -3 | -2
Fc1ccc(-c2nnc(Cc3nnc(-c4ccc(F)cc4)o3)o2)cc1 | 3 | 8 | -2 | 0 | 7 | -3 | -1 | -1 | 8
Cc1ccc(NC(=O)OCCNC(=O)c2ccncc2)cc1 | 9 | 1 | -1 | 2 | 2 | -2 | 5 | -5 | -5
NC(=O)CC(NC(=O)c1ccccc1)c1ccc(NCCOc2ccccc2)c([N+](=O)[O-])c1 (configuration not stated) | 5 | 0 | 4 | -4 | 1 | 8 | -10 | 1 | -3
CSc1nc2ccc(NC(=O)c3c(-c4ccccc4)noc3C)cc2s1 | -13 | -2 | -9 | -7 | -20 | 2 | 3 | -5 | 4
CC(C)COc1ccc(-c2nnn(CC(=O)N3CCCC3)n2)cc1 | 6 | 0 | 3 | 1 | -4 | 6 | 4 | -2 | 6
COc1ccccc1CNC(=O)COC(=O)c1ccco1 | 5 | 6 | . | . | . | 0 | -7 | 0 | 20
Cc1ccc(C(=O)NNC(=O)CSc2nnc3c(n2)[nH]c2ccc(F)cc23)cc1 | 1 | -4 | 7 | -3 | 1 | 4 | -1 | 2 | -4
CCCCn1nc2cc(C(=O)NCc3ccccc3)ccc2c1OCC | -1 | -2 | 1 | -1 | 2 | 9 | 6 | -2 | -23
Nc1ccc(NC(=O)c2cccs2)c(Cl)c1 | 23 | -2 | 5 | 0 | 7 | -11 | -1 | -8 | 1
CCn1ncc(/C=C/C(=O)C2CC2)c1C | 1 | 6 | 3 | 3 | -5 | -1 | 3 | -2 | -4

Just PAFAH1B3 FP inh (two entries from above):
mol	PAFAH1B3 FP inh
Cc1cc(=O)n2nc(N3CCC(C(=O)Nc4cccc(Cl)c4C)CC3)sc2n1	5
CCn1c(=O)c([N+](=O)[O-])c(NCCN(C)C)c2ccccc21	5

Later entries:
SMILES | PREPL inhibitor | PAFAH1B2 FP inh | LYPLA2 inh | LYPLA1 inh | GSTO1 counter | pPAFAH inh | PAFAH1B3 FP inh | PAD4 inh | PAFAH2 FP inh
O=C(O)c1cc(-c2cccc3ccccc23)nc2ccccc12 | 3 | 7 | 1 | -2 | -18 | 5 | 3 | 3 | 3
O=S(=O)(NCCc1csc(-c2cccnc2)n1)c1ccc(F)cc1 | -1 | 2 | 0 | 0 | 6 | 5 | 17 | 5 | 8
COc1ccc(S(=O)(=O)Nc2ccc(Cl)cn2)cc1 | -4 | -3 | -2 | -1 | 6 | 4 | 5 | 0 | 8
Cc1c(C)n(Cc2ccccc2)c2ccc(C(=O)NCCN3CCOCC3)cc12 | -5 | 8 | -2 | -1 | 2 | 9 | 4 | -6 | 6
COc1ccc(NC(=O)CNc2cc(S(=O)(=O)N3CCOCC3)ccc2N2CCOCC2)c(OC)c1 | 6 | 0 | . | . | . | 1 | 6 | 0 | 5
NC(=O)c1ccccc1NC(=O)/C=C/c1ccccc1 | 9 | 1 | -1 | -1 | -1 | -6 | 5 | -2 | -5
Cn1c(SCC(=O)NCC2CCCO2)nnc1-c1c[nH]c2ccccc12 (configuration not stated) | -9 | -1 | 3 | 3 | 5 | 1 | 11 | 0 | -1
O=C(O)c1ccccc1N1C(=O)C2C3CCC(C3)C2C1=O (configuration not stated) | -7 | 0 | -3 | 2 | 4 | 5 | 7 | -7 | -3
COc1ccc(/C=N/O)cc1COc1ccc(NC(C)=O)cc1 | -10 | 4 | 4 | 3 | -7 | 2 | -1 | -1 | -1
NC(=O)CC[C@@H]1NC(=O)[C@@H]2CCCN2C(=O)c2cc([N+](=O)[O-])cc(I)c2NCCC[C@@H](C(=O)NC(CC(=O)O)C(N)=O)NC1=O (some centres not stated) | 6 | . | 10 | 1 | 0 | 4 | . | -1 | .
CC1CCCCC1NC(=O)c1nnc(Cc2ccc(Cl)cc2)o1 (configuration not stated) | -7 | 1 | -5 | 2 | 6 | 6 | 5 | 1 | 0
COc1ccccc1/C=N/NC(=Nc1ccc(C)cc1)c1nc2ccccc2s1 | -9 | . | 4 | -1 | 1 | 11 | . | -1 | .
CN(c1ccccc1)S(=O)(=O)c1cccc(NC(=O)Cc2ccc(Cl)cc2)c1 | -3 | 16 | -53 | -26 | . | 16 | 0 | 3 | -2
CC[C@]1(c2ccccc2OC)C(=O)N(C(=O)OC)N1C(=O)OC | -10 | 14 | 0 | 1 | 1 | 0 | 7 | -3 | 2
CNC[C@H]1Oc2c(NS(=O)(=O)c3ccc(OC)cc3)cccc2C(=O)N([C@H](C)CO)C[C@H]1C | 2 | 5 | . | . | . | 4 | 4 | 1 | 3
Cc1nn2c(NCCCN(C)C)c3c(nc2c1-c1ccccc1)CCCC3 | 30 | 7 | -2 | 1 | 0 | -1 | 6 | 0 | 3
Cc1nc(Nc2ccccc2F)c2nnn(Cc3ccccc3Cl)c2n1 | 5 | -2 | 3 | 2 | 3 | -1 | 7 | -3 | 2
CC/C(=N\Nc1ccnc2cc(Cl)ccc12)c1ccc(O)cc1 | 23 | 7 | 2 | -2 | -4 | 6 | 9 | -5 | -3
